Source: PubChem BioAssay
E coli growth – E. coli V3065 growth inhibition, primary screen, counter-screen for AddAB inhibitor project, absorbance, OD600 | inhibition, % at 11.9 µM | hit rate 0.27% among 330,000 | 18 h | AID 449728, 2010;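 active means inhibition above the campaign's mean inhibition across all tested compounds plus 3 SD, cut at about 9.9% in these data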;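 further: uninfected addAB+ strain grown without phage in ampicillin broth; 0% = DMSO wells and 100% = ciprofloxacin 0.95 µg/ml wells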
AddAB inh – growth inhibition of E. coli expressing H. pylori AddAB, primary screen, AddAB inhibitor project, absorbance | hit rate 0.29% among 330,000 | inhibition, % at 11.9 µM; in the data active means inhibition above about 12%;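 further: 0% = vehicle wells of infected cells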
PvdQ acylase – P. aeruginosa PvdQ acylase inhibitors, primary screen, biochemical, fluorescence, plate reader and imaging, single point | PvdQ acylase [Pseudomonas aeruginosa LESB58] | purified PvdQ acylase | AID 488965, 2010 | inhibition, % at 10 µM | hit rate 0.063% among 340,000; in the data active means inhibition above about 30%, passing the limit was not always enough; inconclusive means no clear call, values can overlap the other calls;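 further: 0% = vehicle neutral wells and 100% = reference inhibitor wells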
Rtt109 HAT inh – inhibitors of C. albicans Rtt109/Vps75 HAT, primary screen, biochemical, ThioGlo CoA-SH fluorescence, plate reader | purified Rtt109/Vps75, 4 h | hit rate 0.16% among 330,000 | Histone acetyltransferase RTT109 (Candida albicans (strain SC5314 / ATCC MYA-2876)), … | inhibition, % at 34.9 µM;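 active means inhibition of at least 50% in every replicate; inconclusive means best replicate reaches 50% inhibition but some replicates fall short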
Target sequence (Q5AAJ8 whole entry, looked up): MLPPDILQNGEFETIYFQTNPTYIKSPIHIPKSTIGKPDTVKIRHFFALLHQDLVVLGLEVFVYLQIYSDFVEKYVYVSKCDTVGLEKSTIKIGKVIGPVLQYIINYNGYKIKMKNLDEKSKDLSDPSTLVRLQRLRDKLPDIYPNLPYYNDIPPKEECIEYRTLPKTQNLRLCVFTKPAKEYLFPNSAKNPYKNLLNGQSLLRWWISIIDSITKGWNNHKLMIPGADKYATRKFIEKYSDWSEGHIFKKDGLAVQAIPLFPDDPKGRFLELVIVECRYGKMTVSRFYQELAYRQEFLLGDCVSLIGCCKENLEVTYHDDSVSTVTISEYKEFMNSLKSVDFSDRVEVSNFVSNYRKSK
DAGLB inhibitor – DAGLB lipase inhibitors, primary screen, biochemical, fluorescence, HTS | Diacylglycerol lipase-beta (Homo sapiens), Q8NCG7 | HEK293T DAGLB membrane lysate, EnzChek fluorogenic substrate | inhibition, % at 5.17 µM | hit rate 0.059% among 340,000; in the data active means inhibition above about 34%;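 further: 0% = enzyme with vehicle and 100% = wells lacking enzyme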
Wnt act – Wnt/beta-catenin pathway activators, primary screen, cell-based, plate reader, single point | Wnt/beta-catenin reporter cell assay, activator | activation, % at 9.35 µM | hit rate 1.2% among 300,000 | AID 743398, 2014; in the data active means activation above about 30%, passing the limit was not always enough; inconclusive means no clear call, values can overlap the other calls;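 further: 0% = neutral control wells and 100% = positive control wells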
phage Ecoli inh – growth loss of phage-infected E. coli, primary screen, RecBCD inhibitor project, absorbance, with phage, HTS; inhibition, % at 11.9 µM; hit rate 0.26% among 360,000; AID 651602, 2012; in the data active means inhibition above about 11%
CAL PDZ inh – CAL PDZ peptide-binding inhibitors, primary screen, biochemical, fluorescence polarization, Cer-tagged CAL PDZ, HTS | purified CAL PDZ, TMR-peptide fluorescence polarization, 1 h | hit rate 0.02% among 330,000 | Golgi-associated PDZ and coiled-coil motif-containing protein (Homo sapiens), Q9HD26 | inhibition, % at 20 µM;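 active means highest replicate inhibition of at least 40%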;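 further: plate controls were DMSO neutral control wells for no effect and unlabeled competitor peptide control wells for full effect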
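Assay system – tagged CAL PDZ protein CerCALP, purified · Timing – 1 h at RT · Compound – single point, 20 µM · Measured by – fluorescence polarization from S- and P-plane intensities, G-factor corrected · Evaluation – inhibition from polarization loss · Probe or stimulus – TMR reporter peptide T*-PRC34 · Buffer or medium – pH 7.4 phosphate-saline buffer, reducing agent, detergent, IgG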
Tat export inh – E. coli Tat export inhibitors, primary screen, MC4100, TorA-mCherry reporter, fluorescence, single point | inhibition, % at 10 µM | hit rate 0.036% among 340,000;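 active means mean replicate inhibition at least 50% and at least half of replicates individually reaching 50%; inconclusive means only one of the two criteria met; inactive means neither criterion met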;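 further: exported cargo escapes ClpAP degradation while cytoplasmic cargo is degraded and loses fluorescence; 0% = median of neutral control wells and 100% = median of NaSCN control wells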
PfHsp90 yeast 2 – growth inhibition of PfHsp90-expressing yeast, primary screen, antimalarial PfHsp90 inhibitor project, S. cerevisiae, BacTiter-Glo luminescence, single point, set 2; inhibition, % at 9.4 µM; AID 504621, 2011; BacTiter-Glo ATP, 48 h; yeast lacking PDR1 and PDR3 efflux regulators; hit rate 0.32% among 310,000;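 active means every replicate shows inhibition above about 80%, whatever the replicate mean, limit read from the data; inconclusive means mean inhibition reaches the set limit but some replicate falls short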;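 further: 0% = DMSO neutral controls and 100% = 20 µM radicicol positive controls; yeast relying on Plasmodium falciparum Hsp90 in place of its own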
The depositor's hits bear a star; ? = inconclusive; / = no result given.

Molecule,E coli growth,AddAB inh,PvdQ acylase,Rtt109 HAT inh,DAGLB inhibitor,Wnt act,phage Ecoli inh,CAL PDZ inh,Tat export inh,PfHsp90 yeast 2
COc1ccc(/C=N/Nc2nc(-c3ccc(C)cc3)c(C#N)c(=O)[nH]2)cc1,-2.8,-0.9,-15,-2,0,4,0.1,0.3,-6,-6
Cc1cccc(NC(=O)COc2coc(CN3CCN(c4ccccc4)CC3)cc2=O)c1C,-2.0,-2.7,3,21,-1,-5,3.4,-1.8,-6,6
CC(=O)c1cc(C#N)c(SCc2ccc(F)cc2)nc1C,-1.3,3.1,2,-11,-9,/,-0.9,-0.8,-3,-2
COc1cc(OC)cc(C(=O)N[C@H](C(=O)Nc2nc3ccccc3[nH]2)C(C)C)c1,/,/,5,13,-3,-28,2.8,-1.8,2,/
CCc1noc(C)c1C(=O)N(C)CC(=O)Nc1ccc(F)c(F)c1F,-1.4,-0.6,-2,1,2,-3,4.0,-1.5,2,/
O=C(COC(=O)c1ccccc1Nc1ccccc1)Nc1ccccc1,0.1,3.3,-5,-9,-9,-4,3.3,-2.5,-5,13
CCCCn1c(N)c(N(CCC)C(=O)C2CCCC2)c(=O)[nH]c1=O,0.0,3.7,-14,3,-1,?,2.3,-0.1,14,29
COc1ccccc1C(=O)C1CCCN(C(=O)Nc2ccccc2F)C1 (configuration not stated),-1.0,-1.1,-1,2,-1,14,4.2,-1.1,6,17
COc1ccc(C(=O)NCCSCc2ccco2)cc1OC,1.1,0.6,4,6,-4,1,2.6,0.1,4,/
Cc1cc(C(=O)Nc2ccc3c(c2)OCCO3)c(C)o1,-2.5,5.1,-9,-3,0,/,1.6,-1.7,-3,/
Cc1nc2nc(CSc3ccc(Cl)cc3)cc(=O)n2[nH]1,2.1,5.2,-9,1,6,/,1.6,-0.1,-2,12
CCN(CC)CCC(=O)Nc1cccc2c1C(=O)c1ccccc1C2=O,-3.0,-2.0,2,10,/,3,2.2,-1.1,-13,-12
Cc1cc(C(=O)OCC(=O)N2CC(=O)Nc3ccccc32)c(C)n1-c1ccccc1,-1.5,3.3,8,6,2,/,3.5,-1.2,4,4
O=C(CSc1ccccc1)N1CCCC(Nc2ccccc2)C1 (configuration not stated),-2.8,0.2,-14,-3,1,-1,3.5,0.7,3,11
CC[C@]12c3[nH]c4ccc(Cl)cc4c3CCN1C(=O)[C@@H](CC(=O)NCc1cccc(C(F)(F)F)c1)C[C@@H]2C(=O)N1CCN(C(=O)c2ccco2)CC1,-0.5,-0.9,-8,0,4,-6,2.9,-2.4,4,-17
CNC(=O)c1ccsc1NC(=O)c1ccc2c(c1)CCCC2,0.3,0.2,6,3,-4,19,3.3,-2.6,10,13
O=C1c2cc([N+](=O)[O-])ccc2-c2cc(Cl)c(NC(=O)C(F)(F)F)cc21,/,/,-11,7,10,-14,3.0,0.7,1,-12
N#CCC(=O)Nc1ccc(C(=O)OCC(=O)NCCCc2ccccc2)cc1,-1.5,-4.2,1,-8,-5,-1,1.2,-0.9,7,4
COc1ccc(/C=C2\SC(=S)N(CCCC(=O)N3CCCCC3CCO)C2=O)cc1 (configuration not stated),-1.9,0.9,8,10,0,-5,-0.6,-2.4,12,-7
CSCCC(=O)N1CCC(n2nccc2NC(=O)CCCc2ccccc2)CC1,-2.3,0.2,-10,-9,-1,0,-1.4,-1.5,-5,-16
COc1ccc(/C=C/c2c(-c3ccc(OC)cc3)oc3ccc(-c4ccc(OC)cc4)cc23)cc1,-0.5,4.2,-38,2,1,-2,1.0,-0.2,4,-1
Cc1ccccc1OCC(=O)Nc1ccccc1-c1ccccc1NC(=O)COc1ccccc1C,-0.6,5.3,-2,14,-13,/,1.8,-0.4,7,-15
FC(F)(F)c1cnc(NNC(=S)Nc2cccnc2)c(Cl)c1,-6.9,-3.0,6,-6,4,-1,-1.4,-1.1,-7,-36
O=C(Cc1ccc([N+](=O)[O-])cc1)c1ccccc1,/,/,-11,-1,-2,-1,2.7,0.6,-4,-4
O=c1nc2n(c3sc4c(c13)CCCC4)C(CBr)CS2 (configuration not stated),-0.3,3.9,-2,-1,1,/,2.1,-0.2,2,-4
CCC1CCCCN1C(=O)CCS(=O)(=O)c1ccc2c(c1)CCN2C(C)=O (configuration not stated),-0.1,1.4,11,25,-1,0,2.6,-0.8,-1,12
CCn1nnc(-c2ccccc2NS(=O)(=O)c2ccc(S(=O)(=O)N3CCCCCC3)cc2)n1,-3.4,-2.1,1,-3,-6,-3,3.8,-2.8,8,16
O=C(CCCCn1c(=O)[nH]c2ccsc2c1=O)NCCc1ccccc1,-0.8,0.3,-13,3,1,37*,0.4,-0.9,-13,-14
CSc1nc2ccc(S(=O)(=O)N(C)C)cc2s1,2.2,1.7,-13,-8,0,0,0.5,0.7,1,/
CC(C)N(C(=O)CN1CCN(S(=O)(=O)c2ccc(Br)s2)CC1)C(C)C,1.0,3.5,-13,5,-5,-5,-0.6,-2.3,0,0
Cc1ccc(C(=O)N/N=C2\CCCc3ccccc32)c(C)c1,0.9,-2.1,-8,3,-1,0,0.5,-0.6,-4,10
CN(C)c1c(F)cc(C(=O)NCc2ccccc2)cc1F,-0.3,-2.3,-7,-9,-1,2,2.5,0.1,1,0
CC(=O)c1cccc(OCC(O)CN2CCN(C(=O)c3ccco3)CC2)c1 (configuration not stated),-1.8,2.7,-16,-3,-2,0,0.7,-2.9,-1,4
Cn1c(CN2CCCCC2)nc2cc(NC(=O)c3ccc(F)cc3)ccc21,0.6,1.9,-12,/,0,/,3.2,-2.4,-6,/
Nc1c(CO)nnn1-c1ccccc1,0.5,3.0,-6,1,-1,4,4.6,0.0,-1,-33
Cc1c(OC(C)C(=O)N[C@@H](Cc2ccccc2)C(=O)O)ccc2c3c(c(=O)oc12)CCCC3 (some centres not stated),-0.7,3.9,-5,-6,2,-1,1.4,0.0,13,-13
CC(C)=C1C2CCC1C(C(=O)NCc1ccccc1)C2C(=O)O (configuration not stated),-0.9,1.6,-8,-3,-3,/,2.4,-1.1,-2,6
O=C(COc1ccc2ccc(=O)oc2c1)Nc1ccc(N2CCCCC2)cc1,0.7,2.2,1,-11,0,-2,0.3,0.4,1,/
COc1ccccc1-c1nc(C#N)c(N2CCN(c3cccc(Cl)c3)CC2)o1,0.3,-1.6,-5,-3,4,-2,/,-0.8,1,9
CC(C(=O)NCC1CCCO1)n1cc([N+](=O)[O-])cn1 (configuration not stated),1.1,-0.3,-5,-12,1,5,1.7,1.2,3,17
Cc1onc(-c2ccccc2)c1C(=O)N/N=C/c1cc2c(cc1Cl)OCO2,0.3,2.6,-10,1,0,/,3.6,-2.0,-1,-27
CCOC(=O)C1C(c2ccccc2)NC(=S)NC1(C)O (configuration not stated),1.3,0.4,-13,4,0,-1,2.6,0.2,-8,-31
O=C(COC(=O)Cc1cn2ccsc2n1)NCc1ccc2c(c1)OCO2,-0.6,-1.2,-12,-31,0,-4,3.4,-0.2,1,/
COc1ccc(CCNC(=O)CCOc2cc(C)ccc2C)cc1OC,/,/,-10,-4,1,-2,2.8,-0.5,0,-9
Clc1ccccc1-c1nnc2sc(-c3cccs3)nn12,-0.2,-1.9,1,1,2,/,-0.7,-4.0,-5,-31
Cc1ccc(N(CC(=O)NCC2CCCO2)S(=O)(=O)c2ccccc2)c(C)c1 (configuration not stated),0.4,3.3,9,0,-1,0,1.5,-1.2,-15,-4
COc1ccc(NC(=S)NCC(O)c2ccccc2)c(OC)c1 (configuration not stated),1.6,1.1,-1,1,0,-2,2.5,0.3,-6,29
CCOC(=O)COc1cc(N2C(=O)CSCC2=O)c(Cl)cc1Cl,-0.9,1.9,-8,-3,-4,/,0.0,0.6,-10,-26
CC1=NC(C)(C)CC2CCC(O)C12 (configuration not stated),/,/,-6,4,2,0,1.1,-0.4,-5,/
COC(=O)c1ccc(/C=N/NC(=O)c2ccccc2Cl)cc1,2.0,1.3,5,-10,3,/,2.4,-1.5,-4,-3
Cc1cc[n+](CCC(=O)O)c2ccccc12,-1.8,3.1,3,1,0,-3,0.5,-1.7,-3,/
CC(C)c1ccc(S(=O)(=O)N2CCN(C(=O)C3CCN(C(=O)c4ccc(F)cc4)CC3)CC2)cc1,2.0,3.2,4,7,-2,10,0.4,-0.2,2,-4
CCCC(O)(CCN(C)C)c1ccc(OC)cc1 (configuration not stated),0.2,2.7,10,12,-3,/,1.0,1.0,3,-2
Cn1nccc1C(=O)N1CCCC(Nc2ccc(F)cc2)C1 (configuration not stated),-0.1,0.9,4,7,-1,-1,1.4,-0.2,4,-12

Compounds were not picked by outcome (roughly 1.9% active in at least one column).
